D1 ag = activates the human D1 dopamine receptor; HEK293 T-REx D1 cells, calcium flux, agonist mode; activation, % at 2 µM; actives 1% (n = 360,000); AID 504660; in the data active = activation above about 30%; also: 0% is about no effect
Target sequence (P21728 whole entry, looked up): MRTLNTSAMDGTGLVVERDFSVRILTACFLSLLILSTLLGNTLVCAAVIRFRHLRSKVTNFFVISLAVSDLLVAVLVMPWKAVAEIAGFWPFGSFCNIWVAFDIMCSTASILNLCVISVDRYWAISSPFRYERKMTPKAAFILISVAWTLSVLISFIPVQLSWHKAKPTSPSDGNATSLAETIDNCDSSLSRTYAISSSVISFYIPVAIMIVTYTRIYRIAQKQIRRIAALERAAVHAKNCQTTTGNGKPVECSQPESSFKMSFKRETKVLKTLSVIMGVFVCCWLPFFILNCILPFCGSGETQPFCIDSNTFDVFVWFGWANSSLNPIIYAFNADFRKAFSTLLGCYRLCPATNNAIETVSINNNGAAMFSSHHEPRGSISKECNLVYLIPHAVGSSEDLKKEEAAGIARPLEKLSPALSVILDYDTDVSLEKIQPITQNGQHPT
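Inducible HEK293 T-REx D1 cells, force-coupled to calcium signalling, were plated at 4000 cells/well with tetracycline and held overnight at 30 C. After no-wash calcium dye loading, compound-evoked calcium rise over 180 s flagged agonists.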
TRHR PAM = allosteric enhancers of human TRH receptor; P34981; TRHR cells, fluo-8 calcium fluorescence, EC20 TRH enhancement; enhancement, % at 2 µM; actives 0.66% (n = 360,000); AID 493056; in the data active = enhancement above about 30%; also: 0% is about no effect
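Enhancer read-out: after compound pinning and an initial kinetic agonist-mode read, an EC20 of TRH (10 nM final) was injected and fluo-8 calcium signal (Ex 480/Em 530) followed at 1 s/cycle for 100 cycles in TRHR-expressing cells.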
RXFP1 antag = antagonists of human relaxin receptor RXFP1; activity change, negative = inhibition, % at 57.5 µM; HEK293-RXFP1, relaxin-stimulated cAMP HTRF, 30 min; active compounds read low; Q9HBX9; AID 1259400; actives 0.59% (n = 350,000);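 active = activity change of -60% or lower, but not beyond a set lower limit; inconclusive = change between -60% and -40%, or beyond the set limit; inactive = change above -40%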; also: % is scaled to controls: 0 for no effect and ±100 for the full control effect
D1 PAM = enhances dopamine response at the human D1 receptor. potentiation, % at 10 µM. HEK293 TREx D1 cells, calcium flux, dopamine EC20 potentiation. P21728. AID 504651. actives 0.036% (n = 360,000); in the data active = potentiation above about 30%; also: 0% is about no effect
TRHR ag = activates the human TRH receptor | P34981 | TRHR cells, calcium flux fluo-8, FDSS agonist mode | activation, % at 2 µM | actives 0.18% (n = 360,000); in the data active = activation above about 30%; also: 0% is about no effect
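In this calcium-flux screen, cells bearing human TRHR are dye-loaded with fluo-8, baselined for 10 cycles, then exposed to library compounds; positive kinetic calcium responses during the agonist phase mark hits, with TRH as control.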
D1 antag = antagonists of human D1 dopamine receptor; P21728; HEK293 TREx D1 cells, calcium flux, dopamine EC80; active compounds read low; activity change, negative = inhibition, % at 10 µM; actives 3.2% (n = 360,000); AID 504652; in the data active = activity change below about -30%; also: % is scaled to controls: 0 for no effect and ±100 for the full control effect
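Allosteric or orthosteric antagonism assessed as attenuation of the calcium response to EC80 dopamine, added 180 s after compound, in induced HEK293 Trex D1 cells loaded with no-wash calcium dye.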
Apoferritin bind = candidate novel general anesthetic via apoferritin binding; actives 0.074% (n = 350,000); Potency, µM (top dose mostly 77.5 µM), for the others: top-dose activity change, negative = displacement, hits mostly inhibitors; AID 485281; apoferritin/1-aminoanthracene competitive binding, fluorescence; also: potency is read from the fitted curve at half-maximal effect; % is scaled to controls: 0 for no effect and ±100 for the full control effect; nearly all actives have a fitted effect of over 20% in size
Target sequence (P02791 2-175 limits assumed): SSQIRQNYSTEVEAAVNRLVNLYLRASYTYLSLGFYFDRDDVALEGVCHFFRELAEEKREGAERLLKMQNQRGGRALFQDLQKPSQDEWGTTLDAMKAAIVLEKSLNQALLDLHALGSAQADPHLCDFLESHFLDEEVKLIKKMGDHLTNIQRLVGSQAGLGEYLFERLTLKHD
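10 uM apoferritin + 50% sat. 1-AMA, PBS; cpd 10 min RT; Ex380/Em535 endpoint; normalized to free probe vs complex; 4-param Hill fit; propofol titration as pos. ctrl.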
RXFP1 ag = activates the human relaxin receptor RXFP1; Potency, µM (top dose mostly 57.5 µM), without a hit: at the highest dose activation, most hits filed as activators; HEK293T-RXFP1 cAMP TR-FRET, 30 min; response scale: percent of porcine relaxin response, buffer zero; actives 0.3% (n = 370,000); Q9HBX9; also: potency is read from the fitted curve at half-maximal effect; % is scaled to controls: 0 for no effect and ±100 for the full control effect; nearly all actives have a fitted effect of over 60% in size; many of its hits are not listed in these tables
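cAMP rise read by TR-FRET after 30 min, 37C compound exposure (up to 58 uM) in RXFP1-transfected HEK293 cells with Ro 20174 present. EC50 from Hill-equation fits, with 29 nM porcine relaxin as 100% and buffer as basal.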
D2 potentiator = positive allosteric modulators of human D2 dopamine receptor. actives 0.34% (n = 340,000). P14416. HEK293 T-REx D2, calcium flux, EC20 dopamine potentiation. AID 485347. potentiation, % at 10 µM;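 active = potentiation over 3 SD above the plate norm, cut at about 30% in these data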; also: 0% is about no effect
Target sequence (P14416 whole entry, looked up): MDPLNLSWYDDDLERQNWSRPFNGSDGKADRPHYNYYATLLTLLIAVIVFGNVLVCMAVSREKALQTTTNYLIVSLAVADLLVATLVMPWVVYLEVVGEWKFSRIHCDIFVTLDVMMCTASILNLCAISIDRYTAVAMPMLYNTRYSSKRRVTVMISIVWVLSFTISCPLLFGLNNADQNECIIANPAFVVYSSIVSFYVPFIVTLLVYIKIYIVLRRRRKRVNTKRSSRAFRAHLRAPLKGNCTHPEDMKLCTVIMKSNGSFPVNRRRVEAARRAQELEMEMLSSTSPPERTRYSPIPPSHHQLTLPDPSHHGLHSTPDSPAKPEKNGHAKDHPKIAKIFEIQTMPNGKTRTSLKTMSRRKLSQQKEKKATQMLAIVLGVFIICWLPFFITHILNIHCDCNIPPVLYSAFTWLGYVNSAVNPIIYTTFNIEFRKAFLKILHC
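Primary screen. Calcium kinetics in induced HEK293 T-REx D2 cells: compound pre-addition 180 s, EC20 dopamine, 180 s more.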
* = called active by the depositor; u = inconclusive; x = no result given; & = joins results of further samples; [ ] = remark or other dose. Unless noted, calls follow the shape of the dose curve; as a rule, active = well fitted curve in the direction sought with a large enough effect; inconclusive = small, poorly fitted or top-dose-only effect, or another doubt; inactive = no such curve, though single readings can be large; an effect the other way counts as inactive or inconclusive.

SMILES	D1 ag	TRHR PAM	RXFP1 antag	D1 PAM	TRHR ag	D1 antag	Apoferritin bind	RXFP1 ag	D2 potentiator
CCCCN(CC)C(=O)c1ccc(Cl)cc1	0	-1	-5	-1	1.3	-27	u	-0.1%	-5
Cc1ccc2c(c1)c1c3n2CCCN(Cc2ccccc2)C3CCC1 (stereo not given)	-1	-2	-2	1	-0.7	22	-5%	-0.6%	-10
CCn1nc(NS(=O)(=O)c2ccc([N+](=O)[O-])cc2)c2cc3cc(C)ccc3nc21	1	0	21	-6	-0.6	0	-16%	-0.2%	-4
CCN1C(=O)C(=O)N(CC(=O)N2CCC(C)Sc3ccccc32)C1=O (stereo not given)	7	11	3	x	0.1	1	x	-0.1%	-1
CCN(CC)CCNC(=O)C(=O)Nc1ccc2c(c1)N(S(=O)(=O)c1cccs1)CCC2	11	10	-3	-2	0.4	21	x	1.0%	8
CC(C)(C)N1C(=O)[C@H]2[C@@H](c3ccc(Br)cc3)N3C(=O)N(c4cccc(Cl)c4)C(=O)[C@@]3(C)[C@H]2C1=O	2	0	x	-4	0.6	-18	x	-0.3%	x
CCOCCCNC(=O)CN1C(=O)CSc2cc(S(=O)(=O)N3CCCCCC3)ccc21	-1	-5	-9	1	-0.6	10	-16%	1.4%	4
COC(=O)c1ccc(NC2(C#N)C(=O)Nc3ccccc32)cc1 (stereo not given)	1	0	-2	-6	2.4	-3	-1%	1.6%	x
CCOC(=O)c1nnc(-c2cccs2)nc1Oc1ccccc1C(=O)OC	-1	3	7	-2	-0.1	-3	-8%	6.1%	-2
CCOc1ccccc1NC(=O)c1oc2ccccc2c1NC(=O)C1CCCO1 (stereo not given)	1	-1	14	3	-0.2	10	-4%	1.8%	-3
C(=C\c1ccccc1)/CSc1nnc(-c2ccccc2)n1Cc1ccco1	15	-5	-1	-3	0.8	-8	8%	7.8%	-4
CCOC(=O)c1c(N)sc(C(=O)OCCOC)c1C	-1	1	-12	-2	0.1	2	-5%	-0.5%	-6
COCC1CCCCN1C(=O)c1ccc2oc(CCc3ccccc3)nc2c1 (stereo not given)	9	1	5	-1	0.1	1	-14%	-1.3%	3
CC(C)(O)C#Cc1ccc(CN2CCN(CCc3ccccc3)C(CCO)C2)s1 (stereo not given)	10	6	-4	-7	-2.5	-37*	-8%	-0.5%	7
CSc1ncccc1C(=O)Nc1nc2ccc(Oc3ccccc3)cc2s1	5	6	-9	-3	0.3	-7	-16%	-0.4%	1
O=C(Nc1ccccc1C(F)(F)F)c1ccc2oc(=O)c(S(=O)(=O)c3ccc(F)cc3)cc2c1	3	-7	x	-2	0.0	-24	-12%	3.7%	0
O=C(NCCN1CCOCC1)c1cc2ccccc2oc1=O	0	2	-8	3	0.0	-8	112%[activator]	0.2%	-11
COc1cccc(C(=O)NCCNC(=O)c2ccco2)c1	1	5	-4	-6	0.1	5	3%	0.8%	4
Cc1cc(NC(=S)N(CCCN2CCN(C)CC2)Cc2ccco2)ccc1Cl	9	-7	-13	0	0.3	-31*	-6%	-1.1%	3
CCOC(=O)c1ccc(NS(=O)(=O)c2ccc3c(c2)oc(=O)n3C)cc1	5	2	-10	5	0.6	-4	-1%	-1.1%	-6
CCCc1cc(=O)oc2c(C)c(OC(C)C(=O)NCCN3CCOCC3)ccc12 (stereo not given)	1	-6	-6	0	0.1	-7	-11%	0.2%	0
CCOc1c(CNc2nnnn2C)cccc1OC	1	3	-4	-5	-0.3	-9	-5%	-0.6%	-3
CC1(C(=O)NCC2CC2)C=CC2(CCCCC2)N1C(=O)c1ccccc1 (stereo not given)	0	2	x	-3	0.0	-12	0%&-12%	-2.3%	x
COCCn1c(C)cc(C(=O)COC(=O)CCc2ccc(S(=O)(=O)N3CCOCC3)cc2)c1C	8	0	-1	-6	0.5	-2	-23%	-0.7%	0
COc1ccc(NC(=O)c2cn(CC(C)C)c(=O)c3cc(OC)c(OC)cc23)cc1Cl	1	0	x	1	0.3	-15	-7%	-2.0%	-15

6 compounds drawn at random from the list so far, as already listed:
SMILES	D1 ag	TRHR PAM	RXFP1 antag	D1 PAM	TRHR ag	D1 antag	Apoferritin bind	RXFP1 ag	D2 potentiator
COCC1CCCCN1C(=O)c1ccc2oc(CCc3ccccc3)nc2c1 (stereo not given)	9	1	5	-1	0.1	1	-14%	-1.3%	3
CC(C)(O)C#Cc1ccc(CN2CCN(CCc3ccccc3)C(CCO)C2)s1 (stereo not given)	10	6	-4	-7	-2.5	-37*	-8%	-0.5%	7
CCOCCCNC(=O)CN1C(=O)CSc2cc(S(=O)(=O)N3CCCCCC3)ccc21	-1	-5	-9	1	-0.6	10	-16%	1.4%	4
CCOC(=O)c1ccc(NS(=O)(=O)c2ccc3c(c2)oc(=O)n3C)cc1	5	2	-10	5	0.6	-4	-1%	-1.1%	-6
Cc1cc(NC(=S)N(CCCN2CCN(C)CC2)Cc2ccco2)ccc1Cl	9	-7	-13	0	0.3	-31*	-6%	-1.1%	3
CCn1nc(NS(=O)(=O)c2ccc([N+](=O)[O-])cc2)c2cc3cc(C)ccc3nc21	1	0	21	-6	-0.6	0	-16%	-0.2%	-4

Additional records:
SMILES	D1 ag	TRHR PAM	RXFP1 antag	D1 PAM	TRHR ag	D1 antag	Apoferritin bind	RXFP1 ag	D2 potentiator
C=Cn1cc[n+](CC(=O)c2ccc(Br)cc2)c1	4	-10	0	-6	0.5	0	-7%	1.6%	3
COc1cc2c(cc1OC)C(C)N(C(=O)C(NC(=O)c1ccccc1)C(C)C)CC2 (stereo not given)	1	2	-7	-3	0.0	3	-4%	5.7%	16
CCCOC1(NC(=O)c2ccccc2)C(C)=CC(=O)C=C1C	1	7	0	-2	0.7	6	-4%	0.0%	-4
CC(C)C(NS(=O)(=O)c1ccccc1F)C(=O)N1CCc2ccccc2C1 (stereo not given)	0	-7	6	-9	0.0	-37*	-11%	0.8%	x
CCCCCCn1c(C(C)O)nc2ccccc21 (stereo not given)	-1	0	-7	-1	-0.6	12	-2%	-1.0%	5
CCOC(=O)C1CCN(CC(=O)Nc2cc(C)nn2-c2nc3ccccc3s2)CC1	0	0	2	-4	-0.3	-7	-9%	1.1%	8
O=C(COc1ccc(Cl)cc1)Nc1ncc([N+](=O)[O-])s1	28	-10	-33	-4	3.8	-32*	-6%	0.1%	-3
CCCCC(O)(c1ccc(CC)cc1)C(CN1CCOCC1)c1ccccc1 (stereo not given)	3	-2	u	2	0.7	11	-5%	2.5%	2
O=C(CN1CCCC1)Nc1ccccc1Sc1ccccc1	1	-2	-14	2	0.6	16	-6%	-1.7%	1
O=[N+]([O-])c1cc(CSC2=NCCN2)ccc1O	0	0	10	2	0.0	-55*	-6%	0.3%	-3
O=C(NC1CCCc2ccccc21)c1ccccc1Cl (stereo not given)	-2	-2	-4	-6	-0.9	x	u	1.1%	0
O=C(CSCc1ccc(Cl)cc1)N/N=C/c1ccc(OCC(=O)Nc2ccccc2)cc1	9	-4	-16	-3	1.0	-17	8%	0.4%	-9
O=C(O)c1cccc(NC(=S)NC(NC(=O)c2ccco2)C(Cl)(Cl)Cl)c1 (stereo not given)	1	-1	-4	0	0.5	9	-1%	1.2%	10
Nc1n[nH]c2cc(=O)n(-c3cccc(C(F)(F)F)c3)nc12	3	3	7	-2	2.1	2	5%	2.4%	2
COc1ccc(NC(=O)c2cc(S(=O)(=O)N3CCOCC3)ccc2OC)cc1	0	-2	1	0	0.2	-13	-1%	0.3%	-5
CC1(c2ccccc2)CC(C)(C)N(C(N)=O)c2ccccc21 (stereo not given)	2	5	-7	1	0.0	4	-8%	-1.6%	4
COc1ccc(S(=O)(=O)N2CCOC2CNC(=O)C(=O)NCc2ccc(F)cc2)cc1OC (stereo not given)	2	-2	-18	2	1.0	-4	-1%	0.3%	-3
CC1CCN(C(=O)CN2C(=O)NC3(CCC(C)CC3)C2=O)CC1 (stereo not given)	1	-1	1	-10	-0.1	8	x	-0.5%	-2
Cc1cc(Cl)c(OCCOCCN2CCCCC2)c(Br)c1	1	0	-3	3	0.1	-2	-2%	-2.0%	5
Cc1ccc(NC(=O)C2CCCN(C(=O)c3cnn(-c4ccc(F)cc4)c3-n3cccc3)C2)c(Cl)c1 (stereo not given)	2	8	x	-2	-1.1	-5	0%	-0.7%	0
CCOC(=O)C1CCN(C(=O)Cc2ccc(C)cc2)CC1	11	3	2	-2	0.5	2	1%	-0.8%	16
COc1ccc2c(c1)CCCN2C(N)=O	3	1	26	2	0.4	2	-1%	-0.3%	-3
Cc1ccccc1Sc1ncnc2onc(C)c12	2	-4	-15	-3	-0.3	1	-21%	6.7%	2
CCc1c(C)nc2ncnn2c1NC1CCCc2ccccc21 (stereo not given)	2	7	-25	2	-0.7	2	-7%	0.5%	0
Cc1nc2cccnc2n1-c1cccc(C(=O)NCCc2ccc(Cl)cc2)c1	3	-3	-24	-2	-0.3	5	2%	9.2%	-5
SMILES	D1 ag	TRHR PAM	RXFP1 antag	D1 PAM	TRHR ag	D1 antag	Apoferritin bind	RXFP1 ag	D2 potentiator
CCCc1nc2ccc([N+](=O)[O-])cc2[nH]1	0	-1	-4	1	-0.8	-3	-6%	0.2%	-4
Cc1cc(C(=O)COc2ccc(C#N)cc2)c(C)n1C1CC1	0	10	-16	9	3.7	3	x	0.2%	-1
C/C=C/Cn1c(SCc2ccccc2)nc2c1c(=O)[nH]c(=O)n2C	1	-3	-17	-9	-0.4	-20	u	1.9%	-4
O=C1c2ccccc2C(=O)N1Cc1nc(-c2ccccc2)no1	2	-6	1	1	-0.2	-17	-14%	2.0%	-1
Cc1cccc(C(=O)NCC(=O)NC(C)c2ccc(-n3ccnc3)cc2)c1 (stereo not given)	1	-2	-2	-5	0.1	-11	x	1.8%	-8
CCC(=O)Nc1nonc1-c1nc2ccccc2n1CCC(C)C	4	11	3	-12	-0.4	-10	u	1.5%	17
O=C(O)CCC(=O)NNC(=O)c1ccc(Br)cc1	0	10	-3	0	0.0	9	-8%	1.0%	1
CC(c1ccco1)N(C(=O)c1cccc(S(=O)(=O)N(C)C)c1)c1ccccn1 (stereo not given)	3	1	1	-4	0.8	-3	-1%	0.1%	-5
COc1cc2c(cc1OC)CN(CCC(=O)c1ccc(Br)cc1)CC2	4	-5	u	-7	0.1	-10	-8%	-0.8%	-27
COc1cc(OC)c(NS(=O)(=O)c2cccc(C(=O)OCC(=O)NCC3CCCO3)c2)cc1Cl (stereo not given)	3	-2	-1	-4	-0.5	-11	-10%	2.9%	-8
CCc1ccc(C2C(C(=O)Nc3ccccc3OC)=C(C)Nc3c(C(=O)Nc4ccc(C)cc4)cnn32)cc1 (stereo not given)	5	9	-14	-4	0.3	2	10%	-0.5%	6
Brc1ccc2[nH]c3c(N4CCc5ccccc5C4)ncnc3c2c1	0	-12	-6	-1	-0.4	x	-5%	1.1%	5

A portion of the library; rates above refer to the full screens.
